# Pf apPOL inh: Pf-apPOL inhibitors, biochemical, fluorescence | Plasmodium falciparum apicoplast DNA polymerase (apPOL) | Recombinant Pf-apPOL, molecular beacon fluorescence, 1.5 h | inhibition, % at 10 µM | 210,000 compounds, 0.25% hits | AID 1794808, 2022
# mHTT CaM bind: mutant huntingtin-calmodulin interaction inhibitors – biochemical, AlphaScreen, primary screen; P42858; AlphaScreen His-mHTT/GST-CaM binding, luminescence; inhibition, % at 15 µM; 190,000 compounds, 3.6% hits;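 note: 0% = both proteins with DMSO and 100% = one protein alone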
# * hit, by the source's call; . = not tested or not shown; & = joins results of further samples. Cut-off read from the data, not from the text of the source: active = inhibition above about 50%; inactive = the rest.
# Second line of a record: mHTT CaM bind | Pf apPOL inh
COc1ccc(C(O)=C2C(=O)C(=O)N(CCN(C)C)C2c2cccnc2)cc1Cl (stereo not drawn)
 : -5.8 | -1.6
O=C(Nc1ccc(Br)cc1)c1cccs1
 : -9.4 | -2.2
COc1cc(OC)c(NC(=O)CSc2ncnc3c2sc2ccccc23)cc1Cl
 : 6.0 | -13.0
COc1ccc(-c2ncc3c(n2)CCN(C(=O)Cc2ccccc2Cl)C3)cc1
 : 3.9 | 0.7
CCCn1cnnc1C1CCCCN1C(=O)NCc1cccc(OC)c1 (stereo not drawn)
 : 0.3 | 5.8
CCCSc1oc(-c2ccco2)nc1S(=O)(=O)c1ccc(Cl)cc1
 : -11.0 | -3.9
Cc1ccc(CNC(=O)c2cc3c(=O)n(C)ccc3n2C)o1
 : -0.6 | 0.1
O=C(Nc1ccc(-n2cnnn2)cc1)c1cc(-c2ccc(F)cc2)n[nH]1
 : -7.5 | -4.3
Cc1nn(C)c(C(=O)Nc2ccccc2)c1[N+](=O)[O-]
 : . | 1.9&-2.5
CC(C)(C)c1ccc(C(=O)Nc2nnc3ccccn23)cc1
 : 46.6 | -8.1
CCOc1ccc(C2(C)CC(=O)NC2=O)cc1 (stereo not drawn)
 : -6.0 | 2.7
CCN1CCc2c(sc(N)c2C(N)=O)C1
 : 7.7 | -4.8
COc1ccc(C(C[N+](=O)[O-])c2c(O)cc(C)oc2=O)cc1 (stereo not drawn)
 : 6.3 | 1.4
Cc1nc2c(c(N3CCC(C(N)=O)CC3)n1)CCC2
 : -5.7 | 1.7
O=C1C(N2CCOCC2)=C(n2nnc3ccccc32)C(=O)c2ccccc21
 : 30.0 | 7.9
Cc1cc(C(=O)N2CCN(C3c4ccccc4-c4ccccc43)CC2)c(C)o1
 : . | -1.5
CCOc1ccc(CC(=O)N2CCCC2c2cc(C(C)C)no2)cc1 (stereo not drawn)
 : 5.6 | -3.3
CCOc1nc(NCCN2CCOCC2)nc(Nc2ccc(I)cc2)n1
 : 57.0* | 6.0
COc1ccc2cc3cc(C(=O)Nc4ccc(F)cc4Cl)oc3nc2c1
 : 2.0 | -2.4
Cc1cccc(NC(=O)N2CCCC2c2c(C)noc2C)c1 (stereo not drawn)
 : 6.5 | -4.8

# Fetched one by one from the list above (two):
# Second line of a record: mHTT CaM bind | Pf apPOL inh
CCOc1nc(NCCN2CCOCC2)nc(Nc2ccc(I)cc2)n1
 : 57.0* | 6.0
Cc1cc(C(=O)N2CCN(C3c4ccccc4-c4ccccc43)CC2)c(C)o1
 : . | -1.5

# (list continues)
# Second line of a record: mHTT CaM bind | Pf apPOL inh
O=C(NCCCN1CCOCC1)C1CCN(c2nccnc2Sc2ccccc2)CC1
 : -3.2 | -0.8
CC(C)C(=O)Nc1cccc(N2CCCN(Cc3cccc(F)c3)C2=O)c1
 : 2.8 | -7.6
COC(=O)c1cc(OC)c(OC)cc1NC(=O)c1c(C)coc1C
 : -0.2 | 3.8
COc1ccc(NC(=O)CSc2nccc(=O)[nH]2)cc1
 : -4.7 | -3.7
Cc1cccc(-n2nc3c(c2NC(=O)CCC2CCCC2)CS(=O)C3)c1C (stereo not drawn)
 : 4.0 | -0.3
O=C(Nc1cccc(Cl)c1)c1ccc(F)c(S(=O)(=O)N2CCN(c3ccccn3)CC2)c1
 : 3.0 | -7.8
COCCN1COc2ccc3cc(-c4ccc(OC)cc4OC)c(=O)oc3c2C1
 : -3.2 | -5.1
COc1ccccc1C(=O)N/C(=C/c1ccc([N+](=O)[O-])cc1)C(=O)Nc1ccccc1Cl
 : 17.0 | -0.5
O=C(NCCc1cccs1)c1cc2n(n1)CCCN(Cc1ccccc1)C2=O
 : 6.4 | 3.6
CC(C)Cn1cc(C(=O)NC2CCCC2)c2c3ccccc3n(C)c2c1=O
 : 3.0 | -10.8
CCOC(CNC(=O)c1ccc(CNC(=O)c2ccc(Br)cc2)cc1)OCC
 : 0.0 | -3.4
O=C(CCc1csc(NC(=O)c2ccc[nH]c2=O)n1)Nc1ccc(F)c(Cl)c1
 : 37.3 | 2.6
COC(=O)c1ccc(C(=O)Nc2sccc2C#N)cc1
 : -4.8 | -5.8
CC(=O)Oc1ccc2c(c1)OC(=Cc1ccc(Cl)cc1Cl)C2=O
 : 13.7 | -2.9
COc1cccc(NC(=O)c2cccc(Cl)c2)c1
 : -11.4 | -3.1
CCC1CCCCN1S(=O)(=O)c1cc(-c2csc(C)n2)ccc1C (stereo not drawn)
 : -21.8 | 4.2
Cc1ccc(-n2nc3c(c2NC(=O)c2cccc(Cl)c2)CSC3)cc1
 : 3.0 | 5.6
CC(=O)N1CCc2ccc(C(=O)N3CCCCC3)cc21
 : -6.9 | -0.5
COc1ccc(C2=N/C(=C\c3cccc(Cl)c3)C(=O)O2)c(Cl)c1
 : -2.0 | -2.5
CC(C)NC(=O)C1CCCN(c2ncc(-c3ccccc3)cn2)C1 (stereo not drawn)
 : -7.7 | -1.1
COc1ccc(OC)c(NC(=O)c2c(NCc3cccnc3)sc3c2CCCC3)c1
 : 69.0* | -16.5
O=Nc1c2[nH]c3ccccc3nc-2c2ccccc12
 : 8.3 | .
Cc1c(-c2csc(-c3ccno3)n2)sc2ccccc12
 : . | 3.2
COc1ccccc1/C=c1\sc2nc(-c3ccccc3C)nn2c1=O
 : 2.0 | 0.1
COc1cc(C(=O)c2cc(Br)ccc2N)cc(OC)c1OC
 : 46.0 | 4.7
CC1CCCCN1S(=O)(=O)c1ccc(NC(=O)c2cc(F)c(F)cc2Cl)cc1 (stereo not drawn)
 : -13.0 | -1.3
CC(=O)NCCn1c(SCC(=O)OCc2ccccc2)nc2ccccc2c1=O
 : -10.3 | -0.2
COc1ccc(C(=O)Nc2cccc(Br)c2)cc1
 : -18.5 | -0.7
c1ccc(-c2nnc(-c3ccco3)c(-c3ccco3)n2)nc1
 : 99.8* | .
N#Cc1cnoc1N1CCOCC1
 : -5.6 | .
COC(=O)[C@H](CC(C)C)N1Cc2nnn(Cc3ccccc3)c2-c2ccccc2S1(=O)=O
 : 20.2 | -7.9
CCOC(=O)C(C(=O)Nc1ccccc1)[N+](=O)[O-] (stereo not drawn)
 : . | -1.8
O=C(NCCCN1CCOCC1)C1CCCN(c2ncnc3c2nc2n3CCCCC2)C1 (stereo not drawn)
 : 2.5 | -3.6
Cc1ccc(C(=O)NCc2ccc3c(c2)OCO3)c(Cl)c1
 : -1.6 | 2.2
CC(C)(C)N(Cc1cn(Cc2ccccc2)nn1)S(=O)(=O)c1ccc(F)cc1Br
 : -5.0 | -10.3
Cc1sc2ncn(CC(=O)N3CCC(C#N)CC3)c(=O)c2c1S(=O)(=O)N1CCC(C)CC1
 : 13.0 | -3.4
Cc1cccc(NC(=O)COc2ccccc2)c1
 : -15.7 | -3.5
CN1CCCN(Cc2ccc3c(c2)OCO3)CC1
 : 3.1 | -1.4
CCN(CC)C(=O)c1cc2cc3cc(OC)ccc3nc2s1
 : 0.0 | 13.8
CC(NC(=O)CNc1ccccc1-c1nc2ccccc2[nH]c1=O)c1ccccc1 (stereo not drawn)
 : 19.0 | -13.4
CNC(=O)N1CCc2cn(C)c3cccc(c23)C1
 : 21.8 | -2.2
N=c1c(C(=O)NCC2CCCO2)cc2c(=O)n3ccccc3nc2n1CCCN1CCOCC1 (stereo not drawn)
 : 4.0 | -9.1
CC1CC(N(C(=O)C2CC2)c2ccccc2)c2ccccc2N1C(=O)C1CC1 (stereo not drawn)
 : -4.0 | -4.8
CC(C)Oc1ccc(-c2nc(C(=O)NC3CC3)cs2)cc1
 : 1.8 | -9.5
O=[N+]([O-])c1ccc(C=NC(CO)(CO)CO)cc1
 : -5.0 | -7.3
O=C1Nc2ccccc2C1=Nc1ccc(Nc2ccccc2)cc1
 : 100.0* | 1.6
CNC(=O)c1cn2ccnc(-c3ccc(C)cc3)c2n1
 : 8.5 | 5.2
C=CCN(C(=O)c1ccccc1F)c1nnc(-c2ccc(Cl)cc2)s1
 : 1.3 | -6.6
O=C(CSc1ccccn1)Nc1ccc2c(c1)C(=O)c1ccccc1C2=O
 : 6.0 | 1.3
Cc1ccc(C2CCCCCN2C(=O)Nc2ccc(F)cc2F)s1 (stereo not drawn)
 : -26.1 | -4.9

# Full records from above.
# `C=CCN(C(=O)c1ccccc1F)c1nnc(-c2ccc(Cl)cc2)s1` across the screens: mHTT CaM bind: 1.3; Pf apPOL inh: -6.6
# `CNC(=O)c1cn2ccnc(-c3ccc(C)cc3)c2n1` across the screens: mHTT CaM bind: 8.5; Pf apPOL inh: 5.2

# A draw from above in order of SMILES length, highest first.
# Second line of a record: mHTT CaM bind | Pf apPOL inh
N=c1c(C(=O)NCC2CCCO2)cc2c(=O)n3ccccc3nc2n1CCCN1CCOCC1 (stereo not drawn)
 : 4.0 | -9.1
C=CCN(C(=O)c1ccccc1F)c1nnc(-c2ccc(Cl)cc2)s1
 : 1.3 | -6.6
CC(C)Oc1ccc(-c2nc(C(=O)NC3CC3)cs2)cc1
 : 1.8 | -9.5
O=C1Nc2ccccc2C1=Nc1ccc(Nc2ccccc2)cc1
 : 100.0* | 1.6
CNC(=O)c1cn2ccnc(-c3ccc(C)cc3)c2n1
 : 8.5 | 5.2
CNC(=O)N1CCc2cn(C)c3cccc(c23)C1
 : 21.8 | -2.2

# Further structures:
# Second line of a record: mHTT CaM bind | Pf apPOL inh
COc1ccc(/C=C2/N=C(c3cc(Br)ccc3OC)OC2=O)cc1OC
 : 1.0 | -2.0
O=C(CCCCCN1CC(=O)c2ccccc2C1=O)Nc1c2c(nc3c1CCC3)CCCC2
 : 15.0 | 2.1
COc1ccc(NC(=O)CSc2nc(CSc3ccc(C)cc3)cc(=O)[nH]2)cc1
 : 10.3 | -3.7
CC1CCN(C(=O)c2cc(Cl)nc3ccccc23)CC1
 : 4.0 | 33.1
CCC(C)NC(=O)c1nc(-c2cccc(F)c2)n2c1CCCCC2 (stereo not drawn)
 : 12.8 | -0.2
C=C1N(c2ccc(Cl)cc2)C(=O)OC12CCCCC2
 : 0.0 | -4.4
Cc1cc(SCC2=NNC(=O)C2=CN(C)C)c(Cl)cc1Cl
 : . | -0.7
O=C(c1cc(C2CC2)on1)N1CCN(CCn2cccn2)CC1
 : -3.4 | 0.5
CCCCC(=O)Nc1ccc(NC(=O)c2ccc([N+](=O)[O-])cc2)cc1OC
 : -1.3 | 2.9
Cc1nnc(NC(=O)CS(=O)(=O)c2cn(Cc3ccccc3Cl)c3ccccc23)s1
 : 0.0 | -9.2

# As a short view, 2 of the compounds above:
# Second line of a record: mHTT CaM bind | Pf apPOL inh
COc1ccc(NC(=O)CSc2nc(CSc3ccc(C)cc3)cc(=O)[nH]2)cc1
 : 10.3 | -3.7
CC1CCN(C(=O)c2cc(Cl)nc3ccccc23)CC1
 : 4.0 | 33.1

# Other records follow.
# Second line of a record: mHTT CaM bind | Pf apPOL inh
Fc1ccc2c(c1)-c1nocc1CS2
 : . | -1.7
O=c1c2ccccc2c(-c2ccccc2)nn1-c1cc(N2CCN(CCO)CC2)ccc1[N+](=O)[O-]
 : 46.3 | -4.4
CN1CCN(c2ccc(NC(=O)c3ccccc3Cl)cc2)CC1
 : . | 9.2
COc1ccccc1-c1coc2cc(OCc3ccc([N+](=O)[O-])cc3)ccc2c1=O
 : 3.5 | -5.6
CCC(C)(C(=O)NC1CCCC1)N(C(=O)c1cnccn1)c1c(C)n(C)n(-c2ccccc2)c1=O (stereo not drawn)
 : -1.0 | -5.6
CCn1c(C)c(CN2CCC(C(=O)N3CCC4(CC3)OCCO4)CC2)c2ccccc21
 : 8.5 | 0.3
CCCCN(C)C(=O)C1CCCN(c2ncccc2-c2noc(C3CCC3)n2)C1 (stereo not drawn)
 : 23.9 | -9.1
CCCOC(=O)c1ccc(Oc2coc3cc(O)ccc3c2=O)cc1
 : 1.3 | -0.2
O=C(c1cc(Sc2ccc(F)cc2)nc2ccccc12)N1CCOCC1
 : 6.0 | 0.4
COc1ccc(C2CC(=O)C3=C(C2)NC(C)=C(C#N)C3c2ccc(OC)c(OC)c2)cc1 (stereo not drawn)
 : 35.8 | -0.9
COc1ccc(N2C(=O)c3ccccc3NC2c2ccc(Br)cc2)cc1 (stereo not drawn)
 : 2.0 | 1.4
CCCN1CCC(NCc2ccccc2F)CC1
 : -3.5 | -1.4
Cc1cccc(-c2noc(C3CCCN3C(=O)Cc3cccc(Cl)c3)n2)c1 (stereo not drawn)
 : 79.4* | -5.5
CC(C)(C)c1ccc(NC(=O)N(CCC#N)CCc2ccccn2)cc1
 : . | -6.8
COc1ccc(OC)c(S(=O)(=O)Nc2ccccn2)c1
 : -1.0 | -7.1
Cc1cc(C)cc(N2C(=O)CSC2c2ccc(Br)cc2)c1 (stereo not drawn)
 : -11.0 | 5.0
O=C(c1ccoc1)N1CCC(c2nc(C3CC3)n[nH]2)CC1
 : 2.2 | 5.7
COc1cc(-c2cccc([C@H]3[C@@H]4C=CC[C@@H](C)[C@@H]4C(=O)N3Cc3ccccc3)c2)cc(OC)c1OC
 : 34.7 | -0.3
COc1cccc(NC(=O)c2oc3ccc(S(=O)(=O)N(C)C4CCCCC4)cc3c2C)c1
 : 5.0 | -16.5
Cc1ccc(C(=O)Nc2cc(Cl)c(Cl)cc2Cl)c(Cl)c1
 : -3.1 | -8.0

# Screens as filed in PubChem BioAssay.
